Screens from PubChem.
JMJD2A Tudor: JMJD2A Tudor domain (human) inhibition; AlphaScreen JMJD2A-Tudor / H3K4me3 peptide binding; Potency, µM (top dose mostly 114 µM), for the others: at the highest dose activity change, negative = inhibition, usual class: inhibitors; 4.4% of 390,000 active; further: potency means the concentration at half of the fitted maximal effect; on the % scale 0 is the no-effect control and ±100 the full control effect; nearly all actives have a fitted effect of over 50% in size
PI4K2A inh: PI4K2A (human) kinase inhibition. Q9BTU6. purified PI4K2A, ADP-Glo luminescence, 1 h; active compounds read low. activity change, negative = inhibition, % at 76.9 µM. 0.13% of 420,000 active; in the data active means activity change below about -50%; inconclusive means mostly about -30% to -49%;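 further: -100% = wells without enzyme as full effect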
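Compounds are screened against recombinant PI4K2A using PI as substrate and ATP, the latter dispensed at 300 microM. Reactions run one hour at ambient temperature before ADP-Glo detection; full inhibition defined by wells lacking enzyme.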
G9a block: G9a (human) methyltransferase inhibition | Q96KQ7 | G9a H3K9 monomethylation, AlphaScreen, 2 h | Potency, µM (highest dose often 102 µM), for inactives: top-dose activity, negative = inhibition, actives largely listed as inhibitors | 8.8% of 350,000 active | AID 504332; further: potency means the concentration at half of the fitted maximal effect; on the % scale 0 is the no-effect control and ±100 the full control effect; nearly all actives have a fitted effect of over 75% in size
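Quantitative HTS format: methyltransferase activity on a biotin-tagged H3K9 peptide is measured by AlphaScreen, using a rabbit anti-monomethyl-H3K9 antibody with streptavidin donor and anti-IgG acceptor beads. Final levels are 20 nM enzyme, 500 nM peptide, 20 uM SAM; 2 h RT.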
Tb PGK inh: blocks T. brucei phosphoglycerate kinase | P07378 | PGK/GAPDH coupled, Kinase-Glo luminescence, 60 min | Potency, µM (titrated, usually from 57.5 µM), inactives show at the highest dose activity change, negative = inhibition, actives largely listed as inhibitors | 0.043% of 380,000 active | AID 602233; further: potency means the concentration at half of the fitted maximal effect; on the % scale 0 is the no-effect control and ±100 the full control effect; nearly all actives have a fitted effect of over 60% in size
Target sequence (P07378 whole entry, looked up): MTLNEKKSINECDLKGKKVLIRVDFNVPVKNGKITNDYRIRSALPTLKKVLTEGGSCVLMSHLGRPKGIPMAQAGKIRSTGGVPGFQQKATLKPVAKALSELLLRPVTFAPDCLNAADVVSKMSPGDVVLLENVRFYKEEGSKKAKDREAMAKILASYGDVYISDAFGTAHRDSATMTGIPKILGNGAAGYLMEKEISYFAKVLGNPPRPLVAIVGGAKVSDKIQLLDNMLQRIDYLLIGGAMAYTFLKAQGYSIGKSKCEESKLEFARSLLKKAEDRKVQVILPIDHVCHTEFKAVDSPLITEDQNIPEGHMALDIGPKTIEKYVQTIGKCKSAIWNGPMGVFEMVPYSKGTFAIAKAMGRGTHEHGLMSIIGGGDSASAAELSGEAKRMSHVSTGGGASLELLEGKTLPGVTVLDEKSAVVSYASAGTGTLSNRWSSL
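Luminescent ATP detection (Kinase-Glo Plus) follows a 60-minute room-temperature incubation, with wells lacking PGK as controls. Buffer: 100 mM TEA (pH 7.6), 5 mM MgCl2, 0.01% Tween-20. Coupling enzyme GAPDH (100 nM final) supplies unstable 1,3-BPG in-well.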
ERG Ets-DNA blk: inhibitors of human ERG Ets domain-DNA interaction. P11308. fluorescence polarization, His-ERG Ets domain / labelled DNA. Potency, µM (series often up to 76.9 µM), for the others: at the highest dose FP activity, negative = inhibition, hits mostly inhibitors. 0.028% of 370,000 active; active means well fitted inhibition curve with a large enough effect in the polarisation, with a control signal flat; inconclusive means small, poorly fitted or top-dose-only effect, or effect the other way, or a change in a side signal; inactive means no such curve, though single readings can be large or run the other way; the % refers to the polarisation;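 further: polarization taken with two DNA probes labelled with fluorescein and Texas red; potency means the concentration at half of the fitted maximal effect; % of control where 0% means no effect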
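His-tagged ERG Ets domain (1 uM in the protein solution; 300mM KCl, 50mM Tris-HCl, 1mM EDTA, 1mM DTT, pH 7.5) received compound, then a probe mix of 5 nM fluorescein-DNA and 100nM Texas-615-DNA. Fluorescence polarization was read for both dyes.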
Pin1 inhibitor: inhibitors of human Pin1 | Potency, µM (doses to about 115 µM), without a hit: top-dose activity, negative = inhibition, actives largely listed as inhibitors | Pin1 FP peptide displacement, HiFluor488, 10 min | 0.009% of 390,000 active; active means well fitted inhibition curve with a large enough effect in the polarisation, with a control signal flat, not every such curve was filed as active; inconclusive means small, poorly fitted or top-dose-only effect, or effect the other way, or a change in a side signal; inactive means no such curve, though single readings can be large or run the other way; the % refers to the polarisation; further: potency means the concentration at half of the fitted maximal effect; on the % scale 0 is the no-effect control and ±100 the full control effect
GLS inh: inhibitors of human glutaminase (GLS). O94925. GLS enzymatic activity, qHTS titration. Potency, µM (top dose mostly 45.5 µM), without a hit: at the top dose activity change, negative = inhibition, usual class: inhibitors. 0.21% of 410,000 active. AID 624170; further: potency means the concentration at half of the fitted maximal effect; on the % scale 0 is the no-effect control and ±100 the full control effect
Target sequence (O94925 whole entry, looked up): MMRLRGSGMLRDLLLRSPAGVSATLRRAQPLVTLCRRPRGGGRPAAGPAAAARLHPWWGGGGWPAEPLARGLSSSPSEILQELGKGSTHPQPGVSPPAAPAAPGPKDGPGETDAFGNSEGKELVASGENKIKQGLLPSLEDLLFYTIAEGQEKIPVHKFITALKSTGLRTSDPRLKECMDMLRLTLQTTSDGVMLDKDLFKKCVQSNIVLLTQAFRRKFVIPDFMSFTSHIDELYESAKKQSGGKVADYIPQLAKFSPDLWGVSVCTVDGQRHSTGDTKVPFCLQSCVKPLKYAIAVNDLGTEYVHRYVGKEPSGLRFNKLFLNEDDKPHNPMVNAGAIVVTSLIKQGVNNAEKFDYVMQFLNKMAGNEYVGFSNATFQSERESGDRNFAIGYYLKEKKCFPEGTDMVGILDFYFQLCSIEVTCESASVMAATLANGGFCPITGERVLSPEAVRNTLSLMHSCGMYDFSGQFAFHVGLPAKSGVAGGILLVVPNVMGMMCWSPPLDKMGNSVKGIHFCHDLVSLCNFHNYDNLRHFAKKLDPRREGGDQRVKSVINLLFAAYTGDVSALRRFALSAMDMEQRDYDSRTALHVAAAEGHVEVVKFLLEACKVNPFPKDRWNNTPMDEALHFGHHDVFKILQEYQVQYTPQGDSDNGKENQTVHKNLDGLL
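hKGA; 45 mM KH2PO4 pH 8.2 + 0.02% Tween-20; cpd via pin tool; 1 mM Gln soln; GluOx/HRP/Amplex Red; RT 30 min; fluor. t0 & final.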
HP1b chromo inh: HP1-beta chromodomain-methylated histone interaction inhibition | P83916 | AlphaScreen HP1-beta / biotin-H3K9me3 peptide binding | Potency, µM (titrated, usually from 114 µM), for inactives: at the highest dose activity change, negative = inhibition, usual class: inhibitors | 0.56% of 390,000 active | AID 540317; further: potency means the concentration at half of the fitted maximal effect; nearly all actives have a fitted effect of over 70% in size; inactives centre near 23
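HP1-beta protein (50 nM final) preincubated 30 min at room temperature with biotinylated H3(1-18)K9me3 peptide (50 nM) in PBS pH 7.4, 0.01% Tween-20, then compound added for 30 min. AlphaScreen streptavidin donor/nickel chelate acceptor beads (10 ug/mL final), 30 min dark, luminescence read.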
BAZ2B block: inhibitors of human BAZ2B bromodomain; AID 504333; Potency, µM (series often up to 114 µM), without a hit: top-dose activity change, negative = inhibition, actives largely listed as inhibitors; 4.4% of 360,000 active; Q9UIF8; AlphaScreen BAZ2B-H3K14Ac peptide displacement; further: potency means the concentration at half of the fitted maximal effect; on the % scale 0 is the no-effect control and ±100 the full control effect; nearly all actives have a fitted effect of over 60% in size
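Multi-concentration screen (max 110 uM) measuring displacement of acetylated histone H3 peptide from BAZ2B by AlphaScreen, using 50 nM protein, 50 nM peptide and 10 ug/mL streptavidin donor plus Ni-chelate acceptor beads.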
Numbers without * were called inactive; & = joins results of further samples; [ ] = another dose, or the depositor's remark. Unless noted, the call rests on the fitted dose curve; in most records, active means well fitted curve in the direction sought with a large enough effect; inconclusive means small, poorly fitted or top-dose-only effect, or another doubt; inactive means no such curve, though single readings can be large; an effect the other way counts as inactive or inconclusive.

`CC(C)NCC#CCOc1ccc(Cl)cc1` gave JMJD2A Tudor 45µM*, PI4K2A inh 0, G9a block 7.9µM*, Tb PGK inh -1%, ERG Ets-DNA blk 8%, Pin1 inhibitor -8%, GLS inh -1%, HP1b chromo inh 24% and BAZ2B block inconclusive.
Screening COc1ccc(CCNC(=O)COc2ccc(S(=O)(=O)NC3CCCCC3)cc2Cl)cc1 returned JMJD2A Tudor -14%, PI4K2A inh -9, G9a block 11%, ERG Ets-DNA blk -2%, Pin1 inhibitor 6%, GLS inh -3%, HP1b chromo inh 28% and BAZ2B block -33%.
`N/C(=N\OC(=O)Oc1ccccc1)c1ccc(Br)cc1` gave JMJD2A Tudor -4%, PI4K2A inh 1, G9a block 5%, Tb PGK inh 3%, ERG Ets-DNA blk 2%, Pin1 inhibitor -2%, GLS inh 17%, HP1b chromo inh 75%[activator] and BAZ2B block -1%.
For COc1ccc(/C(O)=C2/C(=O)C(=O)N(CCN(C)C)C2c2ccc(F)cc2)cc1Cl (stereo unspecified) the results were JMJD2A Tudor inconclusive, PI4K2A inh 0, G9a block -50%, Tb PGK inh -3%, ERG Ets-DNA blk 4%, Pin1 inhibitor -2%, GLS inh 14%, HP1b chromo inh 15% and BAZ2B block -7%.
Screening C/C(=N\NS(=O)(=O)c1ccc([N+](=O)[O-])cc1)c1cccs1 returned JMJD2A Tudor inconclusive, PI4K2A inh -1, G9a block 45µM*, ERG Ets-DNA blk -10%, Pin1 inhibitor -5%, GLS inh 16%, HP1b chromo inh -5% and BAZ2B block inconclusive.
`CCCCNC(=O)c1sc2nc(C)cc(COC)c2c1-n1cccc1` gave JMJD2A Tudor 5%, PI4K2A inh 2, G9a block 3%[0.0925 µM], Tb PGK inh -1%, ERG Ets-DNA blk -6%, Pin1 inhibitor -9%, GLS inh 3%, HP1b chromo inh 44%[activator] and BAZ2B block -28%.
Cc1c(-c2cc(C(=O)O)no2)cnn1C was read as JMJD2A Tudor -16%, PI4K2A inh -2, G9a block -2%, Tb PGK inh 0%, ERG Ets-DNA blk 11%, Pin1 inhibitor 0%, GLS inh 0%, HP1b chromo inh 4% and BAZ2B block -13%.
For COC(=O)CCCNS(=O)(=O)c1ccc2ccccc2c1 the results were JMJD2A Tudor -3%, PI4K2A inh 4, G9a block 23%[59 µM], Tb PGK inh -2%, ERG Ets-DNA blk 2%, Pin1 inhibitor -1%, GLS inh -2%, HP1b chromo inh 39%[activator] and BAZ2B block 9%.
Screening CCN1/C(=C/c2ccc3ccccc3[n+]2CCCS(=O)(=O)[O-])C=Cc2cc(C)ccc21 returned JMJD2A Tudor -11%, PI4K2A inh -21, G9a block 10µM*, Tb PGK inh -26%, ERG Ets-DNA blk 115%[activator], Pin1 inhibitor 21%, GLS inh 0%, HP1b chromo inh -15% and BAZ2B block 45µM*.
CCn1c(=O)cc(OCC(=O)N2CCN(c3ccc(F)cc3)CC2)c2ccccc21 was read as JMJD2A Tudor 2%&-15%, PI4K2A inh 3&3, G9a block 1%&-35%[59 µM], Tb PGK inh -7%&-3%, ERG Ets-DNA blk -1%&-1%, Pin1 inhibitor inconclusive, GLS inh 0%&20%, HP1b chromo inh 13%&13% and BAZ2B block inconclusive.
Screening CCOCCc1nn2c(=O)cc(COC(=O)c3cccs3)nc2s1 returned JMJD2A Tudor -5%, PI4K2A inh 0, G9a block 34%[activator][59 µM], Tb PGK inh -10%, ERG Ets-DNA blk 6%, Pin1 inhibitor -5%, GLS inh -2%, HP1b chromo inh 116%[activator] and BAZ2B block 6%.
Screening Cn1c(N)c(C(=O)COC(=O)c2ccc(F)cc2Cl)c(=O)n(C)c1=O returned JMJD2A Tudor -5%, PI4K2A inh -4, Tb PGK inh -4%, ERG Ets-DNA blk 2%, Pin1 inhibitor 8%, GLS inh -4% and HP1b chromo inh 24%.
`CCOc1ccc(NC(=O)CSc2ncc3c(n2)-c2ccccc2N(Cc2ccccc2C)S3(=O)=O)cc1` gave JMJD2A Tudor 10%, PI4K2A inh 2, G9a block -6%[59 µM], Tb PGK inh -6%, ERG Ets-DNA blk 5%, Pin1 inhibitor 20%, GLS inh 0%, HP1b chromo inh 10% and BAZ2B block 4%.
Screening COc1ccc(C(CNC(=O)C(C)(C)Oc2ccc(Cl)cc2)N2CCCC2)cc1 (stereo unspecified) returned JMJD2A Tudor -22%, PI4K2A inh -2, G9a block 38%[12.7 µM], Tb PGK inh 0%, ERG Ets-DNA blk -1%, Pin1 inhibitor 9%, GLS inh 7%, HP1b chromo inh 16% and BAZ2B block 8%.
Screening CNC(=O)c1c(NC(=O)Cc2coc3ccc(C)cc23)sc2c1CCCC2 returned JMJD2A Tudor inconclusive, PI4K2A inh 2, G9a block -31%[59 µM], Tb PGK inh inactive, ERG Ets-DNA blk 9%, Pin1 inhibitor 20%, GLS inh 18%, HP1b chromo inh 18% and BAZ2B block -6%.
O=C(CSc1nc2c(c(C(F)(F)F)n1)CCc1ccccc1-2)NCc1ccc(F)cc1 was read as JMJD2A Tudor -4%, PI4K2A inh 3, G9a block 16%[59 µM], ERG Ets-DNA blk 4%, Pin1 inhibitor -2%, GLS inh 0%, HP1b chromo inh 63%[activator] and BAZ2B block -2%.
For C=CCOC(=O)C1=C(C)OC(N)=C(C#N)C1c1ccco1 (stereo unspecified) the results were JMJD2A Tudor -16%, PI4K2A inh 0, G9a block 10%, Tb PGK inh 2%, ERG Ets-DNA blk -6%, Pin1 inhibitor 2%, GLS inh -9%, HP1b chromo inh 24% and BAZ2B block -13%.
COc1ccccc1NC(=O)CCNS(=O)(=O)c1ccc2c(c1)CC(C)N2C(=O)C1CC1 (stereo unspecified) was read as JMJD2A Tudor -33%, PI4K2A inh 6, G9a block -7%[59 µM], Tb PGK inh 2%, ERG Ets-DNA blk 3%, Pin1 inhibitor -2%, GLS inh 0%, HP1b chromo inh 19% and BAZ2B block -11%.
For CN(C(=O)COC(=O)c1n[nH]c2ccccc12)c1ccccc1 the results were JMJD2A Tudor -10%, PI4K2A inh 4, G9a block -7%, Tb PGK inh 7%, ERG Ets-DNA blk -4%, Pin1 inhibitor -1%, GLS inh 5%, HP1b chromo inh 29% and BAZ2B block -17%.
Screening COc1ccc(-c2cc(-c3nc4ccccn4c3NCc3ccccc3)ccc2OC)cc1 returned JMJD2A Tudor 32µM*, PI4K2A inh -4, Tb PGK inh -15%, ERG Ets-DNA blk 7%, Pin1 inhibitor -2%, GLS inh 14% and HP1b chromo inh inconclusive.
For O=C(CSC1=NCCN1)Nc1ccccc1[N+](=O)[O-] the results were JMJD2A Tudor -5%, PI4K2A inh 2, G9a block -40%, Tb PGK inh 0%, ERG Ets-DNA blk -2%, Pin1 inhibitor -9%, GLS inh 12%, HP1b chromo inh 39%[activator] and BAZ2B block -37%.
For Cn1nnnc1SCc1csc(Nc2ccccc2)n1 the results were JMJD2A Tudor -27%, PI4K2A inh -2, G9a block inconclusive, Tb PGK inh -5%, ERG Ets-DNA blk -7%, Pin1 inhibitor 22%, GLS inh 4%, HP1b chromo inh 0% and BAZ2B block -5%.
Cc1ccn(CC(=O)O)c(=O)c1 was read as JMJD2A Tudor -4%, PI4K2A inh -1, G9a block 5%, Tb PGK inh inactive, ERG Ets-DNA blk 5%, Pin1 inhibitor 9%, GLS inh 0%, HP1b chromo inh 40% and BAZ2B block 3%.
CSCCC(N=C1NS(=O)(=O)c2ccccc21)C(=O)N1CCCC(C(N)=O)C1 (stereo unspecified) was read as JMJD2A Tudor -11%, PI4K2A inh 1, G9a block 21%[0.501 µM], Tb PGK inh -7%, ERG Ets-DNA blk 5%, Pin1 inhibitor -5%, GLS inh 12%, HP1b chromo inh 7% and BAZ2B block 9%.
Screening CN(CC1CCCN(CCc2ccc(Cl)cc2)C1)C(=O)C(=O)c1ccco1 (stereo unspecified) returned JMJD2A Tudor -18%, PI4K2A inh 3, G9a block 10%[0.0925 µM], Tb PGK inh -5%, ERG Ets-DNA blk 2%, Pin1 inhibitor -3%, GLS inh 7%, HP1b chromo inh 13% and BAZ2B block -6%.
Screening CCC1CCC(N2CCN(c3ccc([N+](=O)[O-])cc3)CC2)CC1 (stereo unspecified) returned JMJD2A Tudor inconclusive, PI4K2A inh -2, Tb PGK inh 6%, ERG Ets-DNA blk -3%, Pin1 inhibitor 1%, GLS inh 10%, HP1b chromo inh -1% and BAZ2B block 71µM*.
For CC(=O)c1ccccc1NS(=O)(=O)c1c(C)nn(-c2ccccc2)c1C the results were JMJD2A Tudor -14%, PI4K2A inh -3, G9a block -3%[12.7 µM], Tb PGK inh -9%, ERG Ets-DNA blk 3%, Pin1 inhibitor 6%, GLS inh 2%, HP1b chromo inh 13% and BAZ2B block 9%.
For CC(C)(C)c1ccc(S(=O)(=O)NCc2ccc(C(=O)N3CCCC3)cc2)cc1 the results were JMJD2A Tudor 3%, PI4K2A inh 8, G9a block 0%, Tb PGK inh 4%, ERG Ets-DNA blk 0%, Pin1 inhibitor -3%, GLS inh 1%, HP1b chromo inh 17% and BAZ2B block -4%.
